N370S GC mod: inhibitors or activators of N370S glucocerebrosidase for Gaucher disease. P04062. N370S GC spleen homogenate, 4MU-glucoside fluorescence. Potency, µM (series often up to 59.4 µM), for the others: at the top dose activity change, negative = inhibition, usual class: inhibitors. 330,000 tested, 0.092% active. AID 2101;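 note: 0% = full enzyme activity and -100% = no enzyme basal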
FEN1 inhibitor: human FEN1 inhibition | P39748 | AID 588795 | Recombinant FEN1 flap cleavage, fluorescence, 15 min | Potency, µM (highest dose often 114 µM), for the others: at the top dose activity change, negative = inhibition, actives largely listed as inhibitors | 390,000 tested, 0.35% active; note: nearly all actives have a fitted effect of over 65% in size
Target sequence (P39748 whole entry, looked up): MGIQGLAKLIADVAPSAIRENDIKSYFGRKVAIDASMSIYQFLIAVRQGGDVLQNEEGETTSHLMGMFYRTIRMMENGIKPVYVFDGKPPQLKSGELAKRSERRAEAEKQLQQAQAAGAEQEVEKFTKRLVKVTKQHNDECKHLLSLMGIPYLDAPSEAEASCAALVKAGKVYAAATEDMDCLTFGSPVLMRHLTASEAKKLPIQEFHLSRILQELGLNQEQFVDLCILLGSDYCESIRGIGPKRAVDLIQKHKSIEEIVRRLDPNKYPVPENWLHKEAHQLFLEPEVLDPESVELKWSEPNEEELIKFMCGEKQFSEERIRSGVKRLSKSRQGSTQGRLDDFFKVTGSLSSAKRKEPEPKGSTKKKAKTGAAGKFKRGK
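Potency values derive from four-parameter Hill fits of normalized qHTS data. The reaction used 10 nM FEN1 preincubated 15 min at room temperature with compound, then 50 nM DNA substrate, read at 0 and 15 min.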
DT40 TDP1 CPT: growth inhibition of DT40 Tdp1-/-;hTDP1 cells with camptothecin (screen for TDP1 inhibitors); chicken DT40 Tdp1-/-;hTDP1 cells + 20 nM CPT, ATP luminescence, 48 h; Potency, µM (series often up to 46.2 µM), without a hit: at the top dose activity change, negative = growth inhibition, most hits filed as inhibitors; 420,000 tested, 12% active; note: nearly all actives have a fitted effect of over 55% in size
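Chicken DT40 Tdp1-/- cells stably complemented with human TDP1 were seeded at 400 cells/well in medium containing 20 nM camptothecin, exposed to pin-transferred compounds, and grown at 37 °C for at least 48 hr. Viability was read as ATP luminescence.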
Starred values were filed as active, the others as inactive; ? = inconclusive; . = no result given; & = joins results of further samples; [ ] = remark or other dose. Calls come from the whole dose curve; as a rule, active = well fitted curve in the direction sought with a large enough effect; inconclusive = small, poorly fitted or top-dose-only effect, or another doubt; inactive = no such curve, though single readings can be large; an effect the other way counts as inactive or inconclusive. Unless noted, % is set by controls: 0 for no effect and ±100 for the full control effect; potency is the fitted concentration of half-maximal effect. An excerpt (hit frequency here may not be typical).

mol	N370S GC mod	FEN1 inhibitor	DT40 TDP1 CPT
COc1ccc(-c2nn3c(-c4ccccc4)nnc3s2)cc1	-5.6%	4.4%	?
O=C(NC(=S)N1CCOCC1)c1cc2ccccc2o1	9.1%	18.7%	6.51µM*
CC(=O)Nc1cc(C(=O)OCC(=O)c2ccc(Cl)cc2Cl)ccc1C	9.0%	3.8%	-23.2%
O=C(NCCc1ccccc1)C(=O)c1c(-c2ccccc2)[nH]c2ccccc12	21.0%	-15.3%	?
Cc1ccnc(NS(=O)(=O)c2ccc(N3C(=O)c4c(Cl)c(Cl)c(Cl)c(Cl)c4C3=O)cc2)n1	-13.6%	3.8%	25.3%
COc1ccc(NC(=O)CN2C(=O)COc3ccccc32)cc1OC	-3.0%	1.3%	3.7%
CCN(CC)c1ccc(NC(=S)NC(=O)Cc2ccccc2)cc1	-2.0%	-14.3%	-24.7%
O=C(CCC(=O)c1ccc(Cl)cc1)NCc1ccccc1	4.0%	-14.1%	0.4%
N#Cc1cccnc1N1CCN(C(=O)c2ccco2)CC1	4.0%	16.3%	-14.2%
CN(CC1CCOCC1)C(=O)CC1C(=O)NCCN1Cc1ccc(Cl)c(F)c1 (stereo unspecified)	-2.1%	-3.9%	-20.7%
O=C(CC1CCCCC1)NCCOc1ccccc1	5.4%	6.5%	?
CCCCN(C)C(=O)c1ccc2c(c1)N(Cc1cccc(F)c1)C(=O)c1ccccc1S2	.	-14.7%	?
CCN(CC)S(=O)(=O)c1ccc(C(=O)Nc2nnc(COC)o2)cc1	-18.2%	-11.4%	2.1%
CCOc1ncccc1C(=O)Nc1cccc(-n2cnnn2)c1C	.	-14.6%	-27.6%
CCOC(=O)c1c(C)cc(=O)oc1C	-3.8%	5.7%	0.7%
CNc1ccccc(C(=O)/C=C/c2ccccc2OC)c1=O	-14.6%	0.0%	18.4µM*
O=C(Nc1ccc(F)cc1)Nn1cnnc1	4.1%	-4.6%	-3.0%
CC1Cc2cccc3ccc(=O)n(c23)C1 (stereo unspecified)	.	3.5%	-28.5%
CCOCN(C(=O)Cn1c(CO)nc2ccccc21)c1c(C)cccc1CC	25.8%	-5.6%	-6.9%
O=C(NC1(C(=O)NC2CCCCC2)CCCCC1)c1ccc2c(c1)OCO2	3.6%	4.2%	-11.9%
Cc1nn(-c2ccccc2)c(Cl)c1/C=N/NC(=O)c1cccnc1	3.1%	-0.8%	-11.2%
CN(C)S(=O)(=O)N(CC(=O)Nc1ccc(C(F)(F)F)cc1)c1ccccc1	.	-7.8%	-26.0%
O=S(=O)(Nc1ncccn1)c1ccc(-n2cnnn2)cc1	-15.4%	-5.4%	3.8%
Nc1c(-c2ccc(Cl)cc2)cnn1-c1ccccc1	-7.1%	13.0%	-29.0%
Cc1ccc(S(=O)(=O)NCC2CCC(C(=O)NCc3cccnc3)CC2)cc1 (stereo unspecified)	-9.9%	-4.0%	-37.4%
O=c1c(-c2cccc(F)c2)nc2cncnc2n1C1CC1	-2.1%	.	3.1%
N#Cc1c(N)nc2c(c1-c1ccc(F)cc1)CCC2	23.0%	-1.6%	-2.8%
Cc1cc(N2CCN(C)CC2)nc2ccc(NC(=O)Nc3ccccc3Br)cc12	.	-4.8%	20.6µM*
O=C(COC(=O)C1CCC(=O)N1)Nc1ccccc1OC(F)F (stereo unspecified)	.	12.9%	19.7%
CCOc1ccccc1C(=O)Nc1cc2c(cc1N1CCCC1)n(CC)c(=O)n2CC	-3.3%	-4.3%	4.61µM*
Cc1cccc(OCC(=O)NNC(=O)c2cc3ccccc3oc2=O)c1	-5.1%	-1.6%	-25.1%
Cc1cc2nccc(-c3ccc(OCCCF)cc3)n2n1	-3.6%	-4.5%	0.5%
CC(C)C(=O)Nc1c2c(nn1-c1ccc(F)cc1)CSC2	0.1%	-15.1%	6.3%
CCOC(=O)c1cc2c(=O)n3ccccc3nc2n(Cc2ccco2)c1=NC(=O)c1ccc(C(C)(C)C)cc1	.	7.4%	-13.0%
CCOC(=O)[C@H]1[C@H]2COc3ccc(Cl)cc3[C@@H]2N2C(=O)c3ccc(C)cc3NC(=O)[C@@]12C	?	-2.4%	?
CCCCN(CCCNC(=O)c1c(C)cc(=O)oc1C)c1ccccc1	7.3%	-19.3%	?
Cc1nn(-c2cccc(Cl)c2)c2c1C(c1cccnc1)C(C#N)=C(N)O2 (stereo unspecified)	9.2%	11.9%	?
COc1ccccc1NC(=O)c1sc2nc3n(c(=O)c2c1C)CCC3	4.1%	21.3%	3.4%
CCOC(=O)c1c(NC(=O)COc2ccccc2)sc2c1CC(C)(C)NC2(C)C	5.5%	1.4%	?
Cc1c(CN2CCN(c3cccc(C(F)(F)F)c3)CC2)c(=O)n(-c2ccccc2)n1C	-3.2%	7.9%	-17.4%
Cc1ccc(Cl)c2c1NC(=O)C2=O	.	-10.9%	?
CCN(C(=O)CSc1ncccn1)c1c(N)n(Cc2ccccc2)c(=O)[nH]c1=O	-13.3%	-17.0%	-1.8%
COc1cc(Br)c(-c2sc(Nc3ccccc3)n[n+]2-c2ccccc2)cc1OC	-13.6%	-2.3%	?
O=C(CNc1ccccc1)N/N=C/c1c(O)ccc2ccccc12	9.7%	-20.3%	10.3µM*
COc1ccccc1CNC(=O)c1cnc2c(-c3ccccc3)c(C)nn2c1C	.	-16.7%	?
Cn1c(=O)c(=O)n(C)c2cc(N3CCCC3)c(NS(=O)(=O)c3ccc(F)cc3)cc21	-19.0%	-1.6%	-6.6%
CCCCCCCCCCCCCCCC[n+]1cccc(C(=O)N(CC)CC)c1	-2.1%	?	2.91µM*
COc1ccc(N2CCN(C(=O)Cc3ccc(C)cc3)CC2)cc1	-9.9%	-4.6%	-16.5%
Cc1ccc(C)n1-c1ccc(-c2nnc3n2CCCCC3)s1	0.4%	2.4%	?
COC(=O)c1cc(C(=O)CSc2nc(C)cc(C)n2)ccc1O	-3.4%	-4.4%	-20.2%
N#C/C(=C\c1c(N2CCCCC2)nc2ccccn2c1=O)C(=O)NC1CCS(=O)(=O)C1 (stereo unspecified)	.	4.0%	-3.2%
CN(C)/C=C1/OC(=O)C(C#N)=C1c1ccc(Cl)cc1	0.2%	-6.5%	10.6%
O=C(NCCNCc1cccs1)c1ccccc1F	1.1%	6.4%	14.5%
Cc1cccn2cc(-c3ccccc3)nc12	0.5%	-16.8%	-10.1%
Cc1ccc(N2C(=O)C3C4CC(=O)C(c5ccccc54)C3C2=O)cc1C (stereo unspecified)	5.9%	1.1%	-20.2%
CNc1nc(NC#N)nc(SC)n1	-3.9%	-2.0%	20.6µM*

The listing continues.
mol	N370S GC mod	FEN1 inhibitor	DT40 TDP1 CPT
COC(=O)CNC(=O)C1CCCN1C(=O)OC(C)(C)C (stereo unspecified)	15.2%	6.6%	-8.2%
COc1ccc(C(C)NC(=O)CCc2ccccc2)cc1 (stereo unspecified)	-16.3%	6.7%	9.6%
C=CCOc1ccc(C(=O)Nc2ncn[nH]2)cc1	-11.3%	1.9%	1.7%
OC(Cn1cccn1)c1ccccc1 (stereo unspecified)	0.5%	-5.4%	4.6%
Cc1ccc(N2CC(C(=O)N3CCCCCC3)CC2=O)cc1 (stereo unspecified)	-13.5%	-2.7%	15.7%
CCc1ccccc1NS(=O)(=O)c1ccc2nc(-c3ccccc3)[nH]c2c1	.	-11.4%	20.6µM*
O=C(Cc1ccc[nH]c1=O)c1ccc(F)cc1	.	-1.2%	-1.3%
Cc1cc2c(c(=O)o1)C(C1C=CCCC1)C(C#N)=C(N)O2 (stereo unspecified)	9.9%	-1.3%	1.0%
Cc1ccc2sc(N(CCCN(C)C)C(=O)c3ccc(S(=O)(=O)N(C)C)cc3)nc2c1C	-14.5%	-6.8%	-23.0%
CSCC[C@H](NC(=O)C(C)(C)Oc1ccc(Cl)cc1)c1nc2ccccc2[nH]1	-1.3%	4.1%	?
CN1CCN(c2nc3c(c(=O)n(C)c(=O)n3C)n2Cc2ccccc2F)CC1	-3.0%	8.9%	2.5%
O=C(Nc1ccc(Cl)cc1)c1ccncc1	-2.8%	-3.2%	-17.9%
COC(=O)CNS(=O)(=O)c1ccc(C)cc1	1.9%	2.2%	3.9%
Cc1ccc(COCCN2CCN(S(=O)(=O)c3ccccc3)CCC2=O)cc1	-3.0%	0.6%	-25.4%
COC(=O)c1ccc(CSc2nnc3n(Cc4ccccc4OC)c(=O)c4ccccc4n23)o1	12.8%	-18.4%	?
O=C(O)CCCN=CC1=C(O)CNC1=O	6.9%	-1.8%	?
N#CC(C(=O)NC1CCCCC1)=C1CCCCC1	-6.0%	-3.2%	-1.8%
COc1cc(CN2CCCCCC2)cc(OC)c1OC	-0.1%	5.6%	12.5%
CCOC(=O)c1c(C)c(C(=O)NCc2ccco2)c(C)n1Cc1ccccc1	21.7%	-1.4%	?
COc1cc2c(cc1C1NC(=S)NC(C)=C1C(N)=O)CCCC2 (stereo unspecified)	-13.8%	8.9%	?
CCc1ccc(C(=O)COC(=O)CNC(=O)Cc2ccccc2)cc1	-3.5%	1.7%	4.4%
O=C(C1CCN(S(=O)(=O)c2cccc3nonc23)CC1)N1CCN(c2ccccc2F)CC1	.	-8.6%	?
CCC(C(=O)NCCc1c[nH]c2ccc(C)cc12)c1ccccc1 (stereo unspecified)	-21.2%	-11.3%	-3.0%
O=C(/C=C/c1ccccc1)c1cccs1	-5.6%	.	6.68µM*
COc1ccc(C2CC(c3ccccc3)=NN2C(=O)COC(=O)C2CC2)cc1 (stereo unspecified)	6.2%	-7.8%	-6.5%
CCOC(=O)COc1ccc(Br)cc1C1NC(=O)NC(C)=C1C(=O)NCc1ccccc1 (stereo unspecified)	-6.0%	1.1%	-20.2%
COc1ccc(-n2ncc(C(=O)NCCN3CCOCC3)c2C2CCN(C(=O)OC(C)(C)C)CC2)cc1	.	14.6%	-12.0%
C=CCN1c2ccccc2[C@]23C[C@@H](C(=O)OC)N(C(=O)c4ccc(Br)cc4)C2=NC(C(=O)OC)=C(C(=O)OC)[C@H]13	-8.7%[12.8 µM]	-16.0%	?
Nc1ncnc(Oc2cccc3cccnc23)c1[N+](=O)[O-]	-2.7%	-1.6%	?
O=S(=O)(NCCc1ccc(Cl)cc1)c1cccc2cccnc12	2.2%	-22.8%	-3.5%
O=C(NCc1ccccc1)C(c1ccncc1)N(C(=O)c1csnn1)c1cccc(F)c1 (stereo unspecified)	-3.5%	2.7%	4.4%
Nc1nc(N)nc(-c2ccccc2O)n1	4.7%	-11.1%	0.6%
CCN1C(=O)[C@H]2[C@@H](c3ccc(Cl)cc3)N3C(=O)CN(CCOC)C(=O)[C@@]3(C)[C@H]2C1=O	0.1%	12.1%	7.2%
Cc1cccc(/C=N/NC(=O)Cc2cccs2)c1	6.6%	1.2%	-1.7%
COc1ccc(N(CC(=O)NN=C2CCN(C)CC2)S(=O)(=O)c2ccc(NC(C)=O)cc2)cc1	-1.7%	4.8%	-16.7%
CC(C)OC(=O)CN1CCN(S(=O)(=O)c2cc(Cl)ccc2Cl)CC1	2.0%	-0.4%	-3.6%
O=C1CCc2ccc(OCCCCN3CCN(c4cccc(Cl)c4Cl)CC3)cc2N1	-20.8%&-5.0%	11.7%	16.4µM*
Cc1cccc(S(=O)(=O)Nc2nc3ccccc3nc2Nc2cccc(C(=O)O)c2)c1	9.1%	-8.4%	-1.5%
COc1ccc(C)cc1NC(=O)c1c(C)oc2ncn(CC(C)C)c(=O)c12	.	?	?
CCn1c(O)c(N=NC(=O)CNC(=O)/C=C/c2ccco2)c2ccccc21	-0.2%	-5.5%	-3.6%

Profiles as entered above. Screens in order: N370S GC mod | FEN1 inhibitor | DT40 TDP1 CPT
Cn1c(=O)c(=O)n(C)c2cc(N3CCCC3)c(NS(=O)(=O)c3ccc(F)cc3)cc21 is listed with -19.0% | -1.6% | -6.6%
O=C(CCC(=O)c1ccc(Cl)cc1)NCc1ccccc1 is listed with 4.0% | -14.1% | 0.4%
O=C(CC1CCCCC1)NCCOc1ccccc1 is listed with 5.4% | 6.5% | ?
COc1ccc(C(C)NC(=O)CCc2ccccc2)cc1 (stereo unspecified) is listed with -16.3% | 6.7% | 9.6%

2 consecutive compounds from above, quoted:
mol	N370S GC mod	FEN1 inhibitor	DT40 TDP1 CPT
COc1ccc(C)cc1NC(=O)c1c(C)oc2ncn(CC(C)C)c(=O)c12	.	?	?
CCn1c(O)c(N=NC(=O)CNC(=O)/C=C/c2ccco2)c2ccccc21	-0.2%	-5.5%	-3.6%
